zVAD death inh: L929 zVAD cell death inhibition; L929 zVAD necroptosis rescue, ATP luminescence, 24 h; with zVAD 60 µM; viability rescue, % at 10 µM; hit rate 0.38% among 220,000; AID 1377;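 active = activation, scaled between plate controls, above about 75%, limit read from the data; inactive = activation under that limit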;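 also: 0% = zVAD with DMSO and 100% = DMSO alone without zVAD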
p47phox inh: inhibitors of human p47phox binding; P14598; p47phox/p22phox peptide binding, fluorescence polarization, 2 h; inhibition, % at 24.7 µM; hit rate 0.53% among 220,000; AID 1274;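 active = inhibition above about 30%, limit read from the data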;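 also: 0% = p47phox with labelled peptide and 100% = labelled peptide alone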
Target sequence (P14598 whole entry, looked up): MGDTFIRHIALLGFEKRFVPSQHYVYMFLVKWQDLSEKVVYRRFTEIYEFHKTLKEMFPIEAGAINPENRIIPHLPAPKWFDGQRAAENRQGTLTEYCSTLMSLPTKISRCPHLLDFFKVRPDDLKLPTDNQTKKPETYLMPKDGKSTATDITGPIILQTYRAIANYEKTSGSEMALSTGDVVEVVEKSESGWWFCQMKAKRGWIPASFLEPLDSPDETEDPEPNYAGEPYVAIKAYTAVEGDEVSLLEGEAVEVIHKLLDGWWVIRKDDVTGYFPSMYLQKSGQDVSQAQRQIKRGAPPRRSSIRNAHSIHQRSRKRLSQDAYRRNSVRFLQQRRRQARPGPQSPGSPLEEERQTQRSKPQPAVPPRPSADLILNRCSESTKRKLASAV
Runt-CBFb FRET: inhibitors of human RUNX1 Runt domain binding to CBFb; AID 1496; inhibition, % at 20 µM; hit rate 0.46% among 220,000; Cerulean-Runt/Venus-CBFb FRET ratio 530/480, 1 h; Q01196+Q13951;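 active = inhibition over about 50% at 20 µM in the single-dose screen, limit read from the data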;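 also: 0% = DMSO wells and 100% = excess unlabeled CBFb competitor control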
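System: Cerulean-labeled Runt domain protein | Quantity: 100 nM of each labeled protein | Schedule: 1 h compound exposure, room temperature | Detection: Fluorescence energy transfer, 422 nm excitation, 530/480 nm emission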
EBV gp42 block: EBV gp42 inhibition | Q1HVG2 | Fluorescence polarization binding assay, mP read-out | inhibition, % (tested at 21.74 µM) | hit rate 0.42% among 220,000 | AID 1085; in the data active = inhibition above about 50%
Mdm2 ligase inh: blocks human Mdm2 ubiquitin ligase activity; cell-based MDM2 ubiquitination luciferase reporter, 2 h; 0 = plate control, 100 = twice control, blank-subtracted; AID 1230; signal enhancement, % at 5 µM; hit rate 0.11% among 210,000; Q00987;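 active = signal enhancement of 30% or more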;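 also: luminescence tracks abundance of the self-degrading MDM2-luciferase fusion protein; higher signal means inhibition of MDM2 E3 ligase activity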
Target sequence (Q00987 whole entry, looked up, the tested form may be a part): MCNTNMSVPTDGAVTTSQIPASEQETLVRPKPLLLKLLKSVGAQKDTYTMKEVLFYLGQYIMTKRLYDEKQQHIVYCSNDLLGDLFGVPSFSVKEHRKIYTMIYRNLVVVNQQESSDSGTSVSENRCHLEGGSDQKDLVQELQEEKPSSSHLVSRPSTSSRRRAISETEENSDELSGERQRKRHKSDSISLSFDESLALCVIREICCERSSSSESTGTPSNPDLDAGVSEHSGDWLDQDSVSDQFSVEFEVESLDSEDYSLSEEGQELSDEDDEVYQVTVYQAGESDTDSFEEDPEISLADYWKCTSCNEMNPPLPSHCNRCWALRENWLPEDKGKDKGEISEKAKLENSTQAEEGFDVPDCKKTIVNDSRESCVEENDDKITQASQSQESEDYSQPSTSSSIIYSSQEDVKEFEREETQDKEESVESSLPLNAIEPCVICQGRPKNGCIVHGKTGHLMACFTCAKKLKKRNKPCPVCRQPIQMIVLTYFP
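test system = mammalian cells stably expressing self-ubiquitinating, self-degrading MDM2 E3–luciferase fusion | quantity = 2000 cells/well | incubation = cell settling 4 h, compound treatment 2 h, both 37 °C | signal = luminescence with SteadyLite reagent, 15 min at room temperature | evaluation = % enhancement relative to plate controls after blank subtraction | benchmarks = plate controls and plate blanks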
14-3-3 Bad inh: disrupts binding of bovine 14-3-3 zeta to phospho-Bad peptide. hit rate 0.71% among 220,000. TR-FRET 14-3-3zeta/Dy647-pBad peptide displacement, 1 h. inhibition, % at 21.7 µM. P63103;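 active = inhibition above about 70%, limit read from the data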;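 also: 0% = full 14-3-3 plus peptide FRET controls and 100% = background without 14-3-3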
Hck-Nef inh: blocks Nef-activated human Hck kinase | P08631 | Recombinant Hck-YEEI plus Nef, Z-Lyte FRET kinase assay | inhibition, % at 20 µM | hit rate 0.68% among 220,000 | AID 463187;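 active = Hck-Nef kinase inhibition above about 50%, limit read from the data; inactive = inhibition below that limit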;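 also: 0% = DMSO with Hck plus Nef and 100% = Hck alone without Nef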
Tb hexokinase: T. brucei hexokinase 1 inhibition. hit rate 0.11% among 220,000. AID 1430. recombinant TbHK1, G6PDH-coupled NADH A340. inhibition, % at 10 µM;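 active = inhibition of 50% or more in the single-dose primary screen; inactive = inhibition below 50%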
Runt-SMMHC FRET: Runt domain-CBFb-SMMHC interaction inhibition; Cerulean-Runt/Venus-CBFb-SMMHC FRET ratio 530/480, 1 h; AID 1434; hit rate 0.74% among 220,000; inhibition, % at 20 µM; Q01196+Q13951;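 active = mean inhibition across duplicate retests at 20 µM reaching about 50%, limit read from the data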;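 also: 0% = DMSO wells and 100% = wells with excess untagged CBFb-SMMHC; inhibitors lower the FRET ratio by blocking Runt binding to CBFb-SMMHC; some results filed as inactive read as strong as hits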
Numbers without * were called inactive; & = joins results of further samples; [ ] = remark or other dose. An unsorted share of the library; any-hit rate near 3.2%.

For CCOc1ccc(S(=O)(=O)Nc2ccccc2SC)c2cccnc12 the results were zVAD death inh 2.0, p47phox inh 0, Runt-CBFb FRET -3, EBV gp42 block -3, Mdm2 ligase inh -9, 14-3-3 Bad inh -20, Hck-Nef inh -1, Tb hexokinase 4 and Runt-SMMHC FRET -4.
`Cc1ccc(NS(=O)(=O)c2ccc3c(c2)CCC(=O)N3)cc1C` gave zVAD death inh -0.2, p47phox inh 3, Runt-CBFb FRET -1, EBV gp42 block 1, Mdm2 ligase inh -12, 14-3-3 Bad inh 58, Hck-Nef inh -11, Tb hexokinase -3 and Runt-SMMHC FRET 1.
CCOc1ccc(N(C(=O)Cn2nnc3ccccc32)C(C(=O)NC(C)(C)CC)c2cccn2C)cc1 (stereo not given) was read as zVAD death inh 0.8, p47phox inh -2, Runt-CBFb FRET -7, EBV gp42 block -17, Mdm2 ligase inh -8, 14-3-3 Bad inh 16, Hck-Nef inh -12, Tb hexokinase -1 and Runt-SMMHC FRET 0.
Screening CCOC(=O)C(C(=O)Nc1ccccc1C)C1CCCCC1 (stereo not given) returned zVAD death inh 0.2, p47phox inh -6, Runt-CBFb FRET -2, EBV gp42 block -5, Mdm2 ligase inh 7, 14-3-3 Bad inh 5, Hck-Nef inh -1, Tb hexokinase 0 and Runt-SMMHC FRET 2.
Screening CCOC(=O)C1CCCN(CCCc2ccccc2)C1 (stereo not given) returned zVAD death inh -0.1&-1.6, p47phox inh -6&-3, Runt-CBFb FRET 1&-1, EBV gp42 block -22&-3, Mdm2 ligase inh -24&-6, 14-3-3 Bad inh 4&-10, Hck-Nef inh 2&9, Tb hexokinase -6&1 and Runt-SMMHC FRET -1&-2.
Screening Cc1cccc(OC(=O)NCCOC(=O)N(O)c2ccc(Cl)cc2)c1 returned zVAD death inh 0.1, p47phox inh -23, Runt-CBFb FRET 1, EBV gp42 block -6, Mdm2 ligase inh -14, 14-3-3 Bad inh -4, Hck-Nef inh 0, Tb hexokinase -5 and Runt-SMMHC FRET 2.
Cc1cccc(OCC(=O)N/N=C/c2ccc3c(c2)OCO3)c1 was read as zVAD death inh 12, p47phox inh 0, Runt-CBFb FRET -1, EBV gp42 block -8, Mdm2 ligase inh -2, 14-3-3 Bad inh -4, Hck-Nef inh 18, Tb hexokinase -10 and Runt-SMMHC FRET 5.
`O=c1oc(-c2cccs2)nc2c1cnn2-c1ccccc1` gave zVAD death inh 1.1, p47phox inh -5, Runt-CBFb FRET -2, EBV gp42 block -17, Mdm2 ligase inh -20, 14-3-3 Bad inh 4, Hck-Nef inh -1, Tb hexokinase -5 and Runt-SMMHC FRET -1.
Screening COc1ccc(C)cc1N(CC(=O)Nc1ccc2c(c1)OCCO2)S(C)(=O)=O returned zVAD death inh 2.0, p47phox inh -2, Runt-CBFb FRET -1, EBV gp42 block -1, Mdm2 ligase inh -10, 14-3-3 Bad inh -3, Hck-Nef inh 5, Tb hexokinase 1 and Runt-SMMHC FRET -3.
`CC1=CC(c2ccccc2)=Nc2ccc(C)cc2N1` gave zVAD death inh 3.1, p47phox inh -2, Runt-CBFb FRET -1, EBV gp42 block -18, Mdm2 ligase inh -4, 14-3-3 Bad inh -10[fluorescence artefact?], Hck-Nef inh 5, Tb hexokinase -7 and Runt-SMMHC FRET -3.
Clc1ccccc1-c1nnc(CNC2CC2)o1 was read as zVAD death inh 1.3, p47phox inh -1, Runt-CBFb FRET 0, EBV gp42 block -3, Mdm2 ligase inh -21, 14-3-3 Bad inh -6, Hck-Nef inh 19, Tb hexokinase -3 and Runt-SMMHC FRET 6.
CCCCCOC(=O)CC(C(=O)OCCCCC)N1CCCCC1 (stereo not given) was read as zVAD death inh -0.3, p47phox inh -8, Runt-CBFb FRET -6, EBV gp42 block -16, Mdm2 ligase inh 4, 14-3-3 Bad inh 66[fluorescence artefact?], Hck-Nef inh 17, Tb hexokinase -1 and Runt-SMMHC FRET -5.
`Cc1cccc2c(-c3ccccc3)cc(=O)[nH]c12` gave zVAD death inh -0.7, p47phox inh 15, Runt-CBFb FRET -4, EBV gp42 block 1, Mdm2 ligase inh -16, 14-3-3 Bad inh 6, Hck-Nef inh 9, Tb hexokinase -5 and Runt-SMMHC FRET -5.
`Cc1cc(NCc2cccnc2)no1` gave zVAD death inh 2.5, p47phox inh 4, Runt-CBFb FRET -1, EBV gp42 block -1, Mdm2 ligase inh 0, 14-3-3 Bad inh -3, Hck-Nef inh 11, Tb hexokinase -4 and Runt-SMMHC FRET -5.
Screening O=S(=O)(NCCSc1ccc(Cl)cc1)c1ccc(F)cc1 returned zVAD death inh -0.1, p47phox inh -8, EBV gp42 block -19, Mdm2 ligase inh -4, 14-3-3 Bad inh -4, Hck-Nef inh 0, Tb hexokinase 6 and Runt-SMMHC FRET 1.
Screening COc1ccc(N=C2SCC(c3ccc(C)cc3)=NN2CCO)cc1 returned zVAD death inh 0.8, p47phox inh -11, Runt-CBFb FRET 0, EBV gp42 block -12, Mdm2 ligase inh -91, 14-3-3 Bad inh 3, Hck-Nef inh 10, Tb hexokinase -34 and Runt-SMMHC FRET -2.
CS(=O)(=O)N(CCc1ccccc1)CC(=O)N1CCc2ccccc2C1 was read as zVAD death inh -0.3, p47phox inh -8, Runt-CBFb FRET 0, EBV gp42 block -8, Mdm2 ligase inh -13, 14-3-3 Bad inh 8[fluorescence artefact?], Hck-Nef inh 0, Tb hexokinase 0 and Runt-SMMHC FRET 3.
O=C(Cn1c(C(F)(F)F)nc2ccccc21)Nc1ccccc1N1CCOCC1 was read as zVAD death inh -1.0, p47phox inh -14, Runt-CBFb FRET 0, EBV gp42 block -6, Mdm2 ligase inh -2, 14-3-3 Bad inh 5, Hck-Nef inh -19, Tb hexokinase -4 and Runt-SMMHC FRET -1.
For O=C(Cn1c(=O)c2ccccc2n(CC(=O)N2CCCCC2)c1=O)N1CCCCC1 the results were zVAD death inh 1.8, p47phox inh -1, Runt-CBFb FRET 2, EBV gp42 block -7, Mdm2 ligase inh -8, 14-3-3 Bad inh -3, Hck-Nef inh 14, Tb hexokinase -8 and Runt-SMMHC FRET -4.
For CN1C(=S)SC(/[N+]([O-])=C\c2ccccc2)C1(C)C (stereo not given) the results were zVAD death inh 0.1, p47phox inh -15, Runt-CBFb FRET 1, EBV gp42 block -6, Mdm2 ligase inh -11, 14-3-3 Bad inh -18, Hck-Nef inh -1, Tb hexokinase -3 and Runt-SMMHC FRET -6.
Screening Cc1cc(O)c(NC(=O)c2cc([N+](=O)[O-])ccc2Cl)cc1C returned zVAD death inh 4.1, p47phox inh -3, Runt-CBFb FRET 7, EBV gp42 block 3, Mdm2 ligase inh 0, 14-3-3 Bad inh -16, Hck-Nef inh 21, Tb hexokinase 0 and Runt-SMMHC FRET 2.
COc1ccc(NS(=O)(=O)c2ccc(NC(=O)c3ccc(CN4CCOCC4)cc3)cc2)cc1 was read as zVAD death inh 2.9, p47phox inh -15, EBV gp42 block -4, Mdm2 ligase inh -24, 14-3-3 Bad inh 57, Hck-Nef inh 13 and Tb hexokinase -8.
`COc1ccc(N2CCN(C(=O)C3CCN(S(=O)(=O)c4ccc(F)cc4)CC3)CC2)cc1` gave zVAD death inh 0.3, p47phox inh -4, Runt-CBFb FRET 1, EBV gp42 block -1, Mdm2 ligase inh 4, 14-3-3 Bad inh -11, Hck-Nef inh 9, Tb hexokinase -4 and Runt-SMMHC FRET 0.
`O=C(Cn1cnc2cc([N+](=O)[O-])ccc2c1=O)Nc1ccc(N2CCOCC2)cc1` gave zVAD death inh 0.5, p47phox inh -4, Runt-CBFb FRET 4, EBV gp42 block -9, Mdm2 ligase inh -6, 14-3-3 Bad inh -2, Hck-Nef inh 13, Tb hexokinase -24 and Runt-SMMHC FRET 0.
Screening CCOC(=O)c1nn(-c2ccc(Cl)cc2)c2nnc(Cc3ccccc3)c(=O)n12 returned zVAD death inh 0.0, p47phox inh -15, Runt-CBFb FRET -2, EBV gp42 block -11, Mdm2 ligase inh 0, 14-3-3 Bad inh -6, Hck-Nef inh 1, Tb hexokinase 3 and Runt-SMMHC FRET 1.
For O=C(NCC1OCCc2ccccc21)c1cc(COc2c(F)cccc2F)on1 (stereo not given) the results were zVAD death inh 0.8, p47phox inh -6, Runt-CBFb FRET -1, EBV gp42 block 13, Mdm2 ligase inh -20, 14-3-3 Bad inh 27, Hck-Nef inh 1, Tb hexokinase -6 and Runt-SMMHC FRET 0.
`COc1ccccc1-c1nc(COc2ccc(Cl)cc2Cl)no1` gave zVAD death inh 0.2, p47phox inh -17, Runt-CBFb FRET 0, EBV gp42 block -8, Mdm2 ligase inh -3, 14-3-3 Bad inh -1, Hck-Nef inh 2, Tb hexokinase -1 and Runt-SMMHC FRET 1.
`CC(OC(=O)c1cc2sccc2n1C)C(=O)NCc1cccs1` (stereo not given) gave zVAD death inh 0.3, p47phox inh -9, Runt-CBFb FRET -3, EBV gp42 block 1, Mdm2 ligase inh -2, 14-3-3 Bad inh 11, Hck-Nef inh 0, Tb hexokinase 3 and Runt-SMMHC FRET -2.
COc1ccc(NC(=O)CN2CCC(C(N)=O)(N3CCCCC3)CC2)c(OC)c1 was read as zVAD death inh 1.7, p47phox inh 1, Runt-CBFb FRET 0, EBV gp42 block -9, Mdm2 ligase inh -10, 14-3-3 Bad inh -5, Hck-Nef inh -1, Tb hexokinase -6 and Runt-SMMHC FRET -2.

Grouped by structure, the entries above with an aryl thioether with sulfur outside any ring (2)
For CCOc1ccc(S(=O)(=O)Nc2ccccc2SC)c2cccnc12 the results were zVAD death inh 2.0, p47phox inh 0, Runt-CBFb FRET -3, EBV gp42 block -3, Mdm2 ligase inh -9, 14-3-3 Bad inh -20, Hck-Nef inh -1, Tb hexokinase 4 and Runt-SMMHC FRET -4.
Screening O=S(=O)(NCCSc1ccc(Cl)cc1)c1ccc(F)cc1 returned zVAD death inh -0.1, p47phox inh -8, EBV gp42 block -19, Mdm2 ligase inh -4, 14-3-3 Bad inh -4, Hck-Nef inh 0, Tb hexokinase 6 and Runt-SMMHC FRET 1.

In the list so far, these contain a thiophene ring, fused or not.
`O=c1oc(-c2cccs2)nc2c1cnn2-c1ccccc1` gave zVAD death inh 1.1, p47phox inh -5, Runt-CBFb FRET -2, EBV gp42 block -17, Mdm2 ligase inh -20, 14-3-3 Bad inh 4, Hck-Nef inh -1, Tb hexokinase -5 and Runt-SMMHC FRET -1.
`CC(OC(=O)c1cc2sccc2n1C)C(=O)NCc1cccs1` (stereo not given) gave zVAD death inh 0.3, p47phox inh -9, Runt-CBFb FRET -3, EBV gp42 block 1, Mdm2 ligase inh -2, 14-3-3 Bad inh 11, Hck-Nef inh 0, Tb hexokinase 3 and Runt-SMMHC FRET -2.

Screening results from PubChem.
